# HEK293 tox: cytotoxic in the GLP-1 receptor inverse agonist counter-screen | HEK293 cAMP-luciferase reporter cells, luminescence, 24 h | Potency, µM (titrated, usually from 38.3 µM), for inactives: at the highest dose activity change, negative = inhibition, hits mostly inhibitors | hit rate 0.13% among 410,000;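 also: loss of luciferase light is scored as toxicity; potency is read from the fitted curve at half-maximal effect; % is scaled to controls: 0 for no effect and ±100 for the full control effect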
#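 Luminescence readout: signal drop marks cytotoxicity. Plated cells grew 12 h at 37 °C, 5% CO2, received 23 nL compound for 24 h, then got luciferase reagent, read after 12 min at RT.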
# PLK1 PBD inh: blocks phosphopeptide binding to human PLK1 polo-box domain; Potency, µM, for inactives: max response, negative = inhibition, hits mostly inhibitors; Plk1 PBD binding of FITC phosphopeptide, fluorescence polarization; hit rate 2.8% among 360,000; AID 720504; P53350; also: potency is read from the fitted curve at half-maximal effect; series mostly up to about 57 µM; % is scaled to controls: 0 for no effect and ±100 for the full control effect; nearly all actives have a fitted effect of over 65% in size
# EPAC1 agonist: activates human EPAC1 exchange factor. Potency, µM (highest dose often 154 µM), for the others: top-dose activation, hits mostly activators. AID 720707. EPAC1 agonist qHTS, biochemical assay; response scale: 100% = response to 6.5 mM cAMP. hit rate 0.073% among 360,000. O95398; also: potency is read from the fitted curve at half-maximal effect; nearly all actives have a fitted effect of over 60% in size
#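 Compounds were pinned as a concentration titration into mixtures of EPAC1 (100 nM), BODIPY-GDP-loaded Rap1B (250 nM) and GDP (50 uM). After 5 min at room temperature, fluorescence was followed for 30 min; activity was scaled to 6.5 mM cAMP.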
# PI5P4Ka inh: blocks human PI5P4K alpha kinase activity | PI5P4Kalpha enzyme, ADP-Glo luminescence, 60 min; stronger effect = lower value | max response, % | hit rate 1.2% among 330,000; active = max response of -50% or lower; inconclusive = between -30% and -50%; inactive = -30% or higher; also: value at the top dose of about 77 µM; % is scaled to controls: 0 for no effect and ±100 for the full control effect
#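 Human PI5P4Kalpha with substrate in 0.038 M HEPES pH 7.4, 0.28 mM EGTA, 0.1% CHAPS, 5% DMSO; reaction started with 5 microM ATP (final), 60 min at room temperature. ADP formed read by ADP-Glo luminescence.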
# GLP-1R agonist: GLP-1 receptor (human) agonism | HEK293 GLP-1R CRE-luciferase, luminescence, 4-6 h; cells express a hypersensitive GLP-1R form | AID 624172 | Potency, µM (series often up to 45.6 µM), without a hit: at the top dose activation, most hits filed as activators | hit rate 0.007% among 380,000 | P43220; also: potency is read from the fitted curve at half-maximal effect; % of control where 0% means no effect
# Target sequence (P43220 whole entry, looked up): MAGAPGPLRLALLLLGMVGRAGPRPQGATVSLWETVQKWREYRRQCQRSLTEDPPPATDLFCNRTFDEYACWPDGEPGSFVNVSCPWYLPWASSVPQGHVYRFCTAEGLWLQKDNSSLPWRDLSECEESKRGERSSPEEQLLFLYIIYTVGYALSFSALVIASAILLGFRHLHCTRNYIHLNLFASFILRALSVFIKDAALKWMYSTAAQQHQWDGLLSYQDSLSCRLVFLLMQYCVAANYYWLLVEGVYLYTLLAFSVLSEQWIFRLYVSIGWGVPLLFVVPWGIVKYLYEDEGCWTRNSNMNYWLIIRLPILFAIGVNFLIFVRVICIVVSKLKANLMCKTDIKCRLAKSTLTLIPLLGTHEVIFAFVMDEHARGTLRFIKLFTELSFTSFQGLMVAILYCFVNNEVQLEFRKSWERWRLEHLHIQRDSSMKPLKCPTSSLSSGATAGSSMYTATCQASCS
# GLP1R inv ag: inverse agonists of human GLP-1 receptor; P43220; HEK293 GLP-1R CRE-luciferase, luminescence, 24 h; GLP-1R form is constitutively active; Potency, µM (highest dose often 38.3 µM), without a hit: top-dose activity change, negative = inhibition, hits mostly inhibitors; hit rate 1.6% among 410,000; AID 624417; also: potency is read from the fitted curve at half-maximal effect; % is scaled to controls: 0 for no effect and ±100 for the full control effect; nearly all actives have a fitted effect of over 55% in size
#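 HEK293 cells stably co-expressing a cAMP-responsive luciferase reporter and constitutively active GLP-1R were seeded, incubated 12 h, then exposed to compounds for 24 h at 37 C. Luminescence was read 12 min after detection reagent; inverse agonists lower signal.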
# EPAC1 antagonist: antagonists of human EPAC1 | O95398 | EPAC1 GEF assay, Rap1b-BODIPY-GDP exchange fluorescence | AID 720709 | hit rate 0.14% among 360,000 | Potency, µM (titrated, usually from 115 µM), inactives show top-dose activity change, negative = inhibition, usual class: inhibitors;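 also: potency is read from the fitted curve at half-maximal effect; plate controls were vehicle for no effect and positive control for full effect; nearly all actives have a fitted effect of over 50% in size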
# IL-2 act: activates IL-2 in a cell-based reporter assay; IL-2 activation reporter assay, cell-based qHTS; stimulated with anti-CD3/CD4/CD28 beads; in transgenic mouse T cells; AID 652025; activation, % (series mostly up to about 46 µM); hit rate 0.065% among 360,000; in the data active = activation above about 50%; inconclusive = mostly about 30% to 49%; also: 0% is about no effect
#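 First, unstimulated transgenic mouse T cells were exposed to compound for 60 min. Next, anti-CD3/anti-CD4-coated beads with anti-CD28 were added. Finally, after 18 h at 37 degrees C, EGFP and DsRed were imaged.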
# PTHR1 ag: agonists of human PTHR1 parathyroid hormone receptor; Q03431; HEK293 GP2 PTHR1 cells, GloSensor cAMP luminescence, 1 h; Potency, µM (highest dose often 115 µM), for the others: top-dose activation, usual class: activators; hit rate 0.075% among 410,000; also: potency is read from the fitted curve at half-maximal effect; nearly all actives have a fitted effect of over 55% in size; some results filed as inactive show a strong effect at the top dose; inactives centre near -15; many of its hits are not listed in these tables
# Target sequence (Q03431 whole entry, looked up): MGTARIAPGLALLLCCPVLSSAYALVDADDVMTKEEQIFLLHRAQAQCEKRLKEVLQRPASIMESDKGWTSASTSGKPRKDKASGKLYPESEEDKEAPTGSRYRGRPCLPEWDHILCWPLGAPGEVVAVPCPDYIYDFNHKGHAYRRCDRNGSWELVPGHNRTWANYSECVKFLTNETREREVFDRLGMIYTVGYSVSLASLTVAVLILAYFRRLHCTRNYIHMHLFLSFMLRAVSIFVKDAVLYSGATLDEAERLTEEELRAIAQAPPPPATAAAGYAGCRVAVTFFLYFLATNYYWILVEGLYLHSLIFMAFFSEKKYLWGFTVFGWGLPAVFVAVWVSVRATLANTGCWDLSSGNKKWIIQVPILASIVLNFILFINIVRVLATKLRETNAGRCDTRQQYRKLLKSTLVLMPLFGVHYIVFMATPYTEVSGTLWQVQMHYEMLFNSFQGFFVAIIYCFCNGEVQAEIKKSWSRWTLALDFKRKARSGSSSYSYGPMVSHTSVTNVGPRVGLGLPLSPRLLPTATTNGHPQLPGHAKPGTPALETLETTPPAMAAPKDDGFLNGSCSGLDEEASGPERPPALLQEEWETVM
#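 HEK-293-derived GP2 cells expressing PTHR1 and a GloSensor cAMP reporter, 3,000/well, plated overnight, given luciferin plus IBMX (each 0.5 mM as added) for 1 h at 37 °C, then compound for 1 h at 37 °C. Luminescence was read after 15 min at room temperature.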
# The depositor's hits bear a star; i = inactive; ? = inconclusive; nt = no result given; [ ] = remark or other dose. Unless noted, calls follow the shape of the dose curve; as a rule, active = well fitted curve in the direction sought with a large enough effect; inconclusive = small, poorly fitted or top-dose-only effect, or another doubt; inactive = no such curve, though single readings can be large; an effect the other way counts as inactive or inconclusive.
SMILES,HEK293 tox,PLK1 PBD inh,EPAC1 agonist,PI5P4Ka inh,GLP-1R agonist,GLP1R inv ag,EPAC1 antagonist,IL-2 act,PTHR1 ag
COc1ccc(C(CNC(=O)C(C)(C)Oc2ccc(Cl)cc2)N2CCCC2)cc1 (stereo not drawn),-16%,-9%,4%,2,24%,?,-9%,-0.6,-18%
CCOC(=O)N1CCN(c2nc3ccccn3c(=O)c2C=O)CC1,-8%,-16%,8%,-2,1%,2%,-13%,2.5,-7%
CCCC1(CCC)NC(=O)N(CC(=O)c2cc(C)n(-c3ccc4c(c3)OCO4)c2C)C1=O,8%[1.53 µM],6%,-12%,3,-3%,-21%,16%,0.2,-9%
Cc1cc(/C=N/n2cnnc2)c(C)n1-c1ccc(OCc2ccccc2F)cc1,12%,-3%,?,nt,5%,?,-17%,-3.1,-58%[inhibitor]
Cc1cc[n+](CC(=O)c2cccs2)cc1,5%,-2%,7%,nt,1%,0%,9%,1.3,-4%[57.5 µM]
COCCN(C(=O)c1csnn1)C(C(=O)NC1CCCCC1)c1ccccc1F (stereo not drawn),2%,-5%,8%,4,9%,12%,1%,0.1,-5%
COc1ccc(NC(=O)c2cccc3c2C(=O)c2ccc(-c4cnc(OC)nc4)cc2S3(=O)=O)cc1,-18%,-10%,-8%,1,5%,16%,14%,-0.1,-3%
N[C@@H](Cc1ccc(O)cc1)C(=O)Nc1ccc2ccccc2c1,-4%,-7%,19%,-2,0%,-25%,-22%,-0.4,i
CCC(c1nnnn1C1CCCCC1)N(Cc1ccco1)Cc1cc2ccc(OC)cc2[nH]c1=O (stereo not drawn),17%,-6%,5%,7,5%,10%,-1%,-1.0,i
c1ccc(-c2csc(Nc3ncccn3)n2)cc1,-8%,0%,5%,-10,5%,36%[activator],12%,-0.3,-8%
COc1ncnc(-c2ccccc2)c1-c1ccccc1,5%,6%,3%,1,5%,-8%,-10%,-0.7,0%
CC(C)(C)c1csc(NC(=O)CS(=O)(=O)c2ccccc2)n1,12%,-8%,-5%,2,20%,?,-4%,-0.3,-6%
O=C(c1cc2c(s1)CCC2)N1CCN(c2ccccc2)CC1,5%,-20%,-4%,-53*,-8%,0%,-14%,-1.1,i
COc1ccccc1CCn1c(N)c(C#N)c2nc3ccccc3nc21,192%[activator],-1%,4%,nt,19%,52%[activator],2%,-2.6,-4%[57.5 µM]
O=C(c1ccc(S(=O)(=O)Nc2ccccc2)cc1)N1CCCCCCC1,-9%,-13%,-1%,-5,-6%,?,?,-3.0,-13%
O=C(O)c1ccc(-n2c(-c3ccccc3)n[nH]c2=S)cc1,2%,-7%,2%,nt,1%,-1%,-9%,0.1,i
COc1cccc(CN(C(=O)c2cccs2)C2CCS(=O)(=O)C2)c1 (stereo not drawn),-2%,-18%,-14%,-8,-3%,14%,1%,1.0,-24%
Cc1n[nH]c(=S)n1/N=C/c1ccc(OCc2ccc(Cl)cc2)cc1,0%,-11%,-4%,-55*,7%,5%,24%,-1.8,?
O=C(CSc1nnc(CNC(=O)c2ccc(F)cc2)o1)NCC1CCCO1 (stereo not drawn),8%,-11%,9%,-7,-6%,4%,-10%,-3.5,-17%
COc1ccc(CCNC(=O)Nc2ccc3nc([C@@H]4O[C@H](CO)[C@@H](O)[C@H](O)[C@H]4O)[nH]c3c2)cc1Br,-6%,-8%,-25%,1,8%,19%,14%,1.0,-19%
O=C(Nc1ccc(S(=O)(=O)N2CCCC2)cc1)Nc1ccc(F)cc1F,-16%,-17%,5%,-2,8%,?,2%,-5.1,-28%
CCCC(C(=O)NCc1ccccc1)N(C(=O)Cn1nnc(-c2cccs2)n1)c1ccc2c(c1)OCCO2 (stereo not drawn),3%,-2%,4%,0,-12%,0%,-9%,-0.8,i
Cc1nc2c(C)cccc2cc1C(=O)N/N=C/c1ccc(O)cc1,-6%,-7%,14%,-14,-4%,-26%,10%,2.4,-34%
C/C(=N\NS(=O)(=O)c1cccc([N+](=O)[O-])c1)c1cc2ccccc2o1,3%,?,8%,7,8%,8%,-2%,1.7,i
CN(Cc1ccc(Cl)cc1)C(=O)c1ccc(S(=O)(=O)NCc2ccco2)cc1,-11%,4%,5%,4,-2%,?,3%,0.1,-55%[inhibitor]

# Fetched one by one from above, three records:
SMILES,HEK293 tox,PLK1 PBD inh,EPAC1 agonist,PI5P4Ka inh,GLP-1R agonist,GLP1R inv ag,EPAC1 antagonist,IL-2 act,PTHR1 ag
COCCN(C(=O)c1csnn1)C(C(=O)NC1CCCCC1)c1ccccc1F (stereo not drawn),2%,-5%,8%,4,9%,12%,1%,0.1,-5%
CCCC1(CCC)NC(=O)N(CC(=O)c2cc(C)n(-c3ccc4c(c3)OCO4)c2C)C1=O,8%[1.53 µM],6%,-12%,3,-3%,-21%,16%,0.2,-9%
Cc1n[nH]c(=S)n1/N=C/c1ccc(OCc2ccc(Cl)cc2)cc1,0%,-11%,-4%,-55*,7%,5%,24%,-1.8,?

# The list goes on.
SMILES,HEK293 tox,PLK1 PBD inh,EPAC1 agonist,PI5P4Ka inh,GLP-1R agonist,GLP1R inv ag,EPAC1 antagonist,IL-2 act,PTHR1 ag
COc1ccc(C(=S)N2CCCCC2)cc1Br,8%,-22%,7%,-11,11%,-15%,-3%,0.0,i
COc1ccc(NC(=O)CSc2nnc(-c3cccnc3)o2)c(OC)c1,3%,21µM*,6%,-4,0%,19%,15%,-3.9,i
COc1ccc(NC2CC(=O)N(c3cc([N+](=O)[O-])ccc3C)C2=O)cc1 (stereo not drawn),0%,-6%,4%,-5,6%,-6%,-15%,-1.6,-4%
CCOC(=O)c1c(NC(=O)CSc2nnc(CNC(=O)c3ccco3)n2C)sc2c1CCC2,5%,-11%,6%,nt,?,44%[activator],-1%,1.3,15%[57.5 µM]
O=C(NCc1ccc(F)cc1F)[C@@H]1CCCN1C(=O)[C@@H]1CCCN1C(=O)c1ccc(Cl)cc1,-1%,-1%,10%,0,5%,16%,5%,-0.8,0%
CC1CC(C)CN(S(=O)(=O)c2ccc(NC(=O)C3CSC4(C)CCC(=O)N34)cc2)C1 (stereo not drawn),13%,-7%,0%,0,4%,?,17%,-6.1,-8%
CCC(Oc1ccccc1)C(=O)OCC(=O)N(CC)c1c(N)n(Cc2ccccc2)c(=O)[nH]c1=O (stereo not drawn),-6%,-10%,-2%,2,16%,-5%,7%,-5.5,i
Cc1ccc(S(=O)(=O)N(C)c2ccc(C(=O)NCc3cccnc3)cc2)cc1,-1%,-21%,-2%,1,-2%,?,-17%,-2.5,i
CC(=O)Oc1ccc(C(=O)Nc2ccccc2C(=O)N2CCCCC2)cc1,3%,-5%,-1%,-7,0%,33%[activator],-5%,-1.2,i
O=C(c1ccccc1)c1c[nH]c(C(=O)NCCCN2CCOCC2)c1,-7%,1%,-9%,2,-9%,0%,8%,-1.5,i
CC(=O)Nc1cccc(NC(=O)CSc2ccc(-c3cccnc3)nn2)c1,4%,-10%,0%,0,8%,18%,-15%,-2.5,i
CNS(=O)(=O)c1cccc(C(=O)OCC(=O)c2ccc(S(=O)(=O)N3CCCCC3)cc2)c1,5%,-6%,-2%,-56*,1%,3%,-17%,-1.5,i
Cc1cc(-c2csc(NC(=O)c3ccc(S(=O)(=O)N(C)C)cc3)n2)c(C)n1-c1ccccc1,-14%,0%,6%,1,-1%,5%,-20%,-0.6,-31%[inhibitor]
COC(=O)c1ccccc1NC(=O)COc1ccc2c(c1)OCO2,12%,-2%,1%,8,3%,11%,-16%,-2.0,-8%
CC(C)(C)c1ccc(C(=O)Nc2ccc(Cl)cc2)cc1,-3%,-12%,-4%,4,0%,18%,-25%,-1.1,i
COc1cc(C(=O)NC(CCSC)C(=O)OCC(=O)C(C)(C)C)cc(OC)c1OC (stereo not drawn),4%,3%,-6%,3,1%,25%,10%,0.0,15%
Cc1ccc(C(=O)Nc2c(-c3cccs3)nc3cc(C)ccn23)cc1,-15%,-3%,-5%,nt,-10%,-18%,-1%,-1.3,-2%[57.5 µM]
CCOC(=O)c1ccc(N(CCC2CO2)S(=O)(=O)c2ccc(C)cc2)cc1 (stereo not drawn),81%[activator],-14%,11%,20,13%,1%,-16%,-5.6,-19%
CCO[C@H]1OC(C(N)=O)=C[C@@H](C(C)(C)C)[C@@H]1CCCO,-19%,-13%,-6%,-3,12%,-17%,12%,1.0,i
CC(=O)C1=C(O)C(=O)N(CO)C1c1ccccc1F (stereo not drawn),10%,0%,-5%,nt,-1%,-15%,1%,0.2,i
COC(=O)C1=C(N)Oc2cc(C)[nH]c(=O)c2C1c1ccccc1OC (stereo not drawn),11%,-8%,-5%,-3,1%,19%,-35%,0.6,4%
COc1ccccc1-c1oc2ccccc2c1C#CCCCCO,?,7%,-8%,47,13%,?,-3%,-0.8,-18%
COc1ccc(-c2cc(C3CCN(Cc4cccc(C(F)(F)F)c4)CC3)[nH]n2)cc1,?,4%,5%,20,5%,5µM*,-24%,-1.1,-91%[inhibitor]
COc1ccc(CN2C(=O)C(CC(=O)NCc3cccc4ccccc34)CC(C(=O)N(C)C)=C2C)cc1 (stereo not drawn),-4%,-4%,-17%,0,-4%,-1%,-5%,-1.2,-1%
CCNC(=O)C(=O)Nc1cc2c3c(c1)CCC(=O)N3CCC2,3%,3%,-7%,2,8%,1%,-1%,0.0,i
CC(=O)Nc1ccc(S(=O)(=O)N2CCCC(C(=O)N3CCN(c4ccccc4)CC3)C2)cc1 (stereo not drawn),0%,0%,-1%,-4,4%,8%,-4%,-3.5,-41%[inhibitor]
CN(C)S(=O)(=O)Oc1ccccc1C(=O)Nc1cccc(C(F)(F)F)c1,-11%,-1%,-10%,1,-3%,?,-9%,0.2,i
Cc1ccc2c(c1)C(c1ccc(O)cc1)(c1ccc(O)cc1)C(=O)N2C,5%,-15%,10%,0,5%,-2%,-5%,-1.4,i
COc1ccc(OC)c(S(=O)(=O)N2Cc3ccccc3CC2C(=O)O)c1 (stereo not drawn),1%,-9%,9%,nt,-2%,-1%,-2%,-1.0,-6%[57.5 µM]

# Bioassay records (PubChem BioAssay)

# This is a subset; count on the stated rates, not on these rows.
